Efflux pump inh = antifungal efflux pump inhibition, Nile Red retention; inhibition, % at 10 µM; 0.44% of 330,000 active; AID 485275; S. cerevisiae Candida pump triplex;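 active means plate passing quality check with inhibition over a set limit, or well fluorescence over plate mean plus 4 SD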;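 further: Nile Red retained in pooled yeast measured as flow cytometry median fluorescence; 0% = buffer negative control and 100% = Enniatin B positive control; higher means more Nile Red kept so more efflux inhibition; some compounds called inactive have numbers as strong as hits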
MEX-5 binding = C. elegans MEX-5 TCR-2 RNA binding activity. Q9XUB2. MEX-5/FITC-TCR2 RNA binding, fluorescence polarization; hits give low values. activity score (negative = inhibition of binding), % at 10 µM. 0.38% of 300,000 active. AID 1832;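 active means inhibition past about -25% in most replicates, and total fluorescence under double the plate's negative control median, limit read from the data; inconclusive means replicates evenly split on the limit, or fluorescence at least double controls; inactive means too little inhibition in most replicates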;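 further: 0% = DMSO and -100% = 5 µM competing unlabeled TCR2 RNA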
Target sequence (Q9XUB2 whole entry, looked up): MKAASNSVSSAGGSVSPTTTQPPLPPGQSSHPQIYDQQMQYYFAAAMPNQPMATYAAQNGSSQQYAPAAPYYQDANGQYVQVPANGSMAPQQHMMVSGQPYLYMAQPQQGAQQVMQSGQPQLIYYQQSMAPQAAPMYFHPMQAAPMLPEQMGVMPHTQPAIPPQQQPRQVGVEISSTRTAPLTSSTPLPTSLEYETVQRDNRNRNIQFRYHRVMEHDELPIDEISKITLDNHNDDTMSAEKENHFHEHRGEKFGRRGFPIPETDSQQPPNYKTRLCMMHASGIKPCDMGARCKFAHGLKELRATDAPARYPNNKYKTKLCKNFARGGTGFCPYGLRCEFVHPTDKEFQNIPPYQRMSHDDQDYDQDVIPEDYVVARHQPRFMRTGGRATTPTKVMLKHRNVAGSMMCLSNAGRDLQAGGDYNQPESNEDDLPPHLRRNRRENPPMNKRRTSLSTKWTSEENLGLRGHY
Yeast superoxide = lowers age-related superoxide in aged yeast cells; S. cerevisiae aged cells, superoxide DHE fluorescence; hits give low values; 0.18% of 330,000 active; AID 2690; superoxide response (% of plate mean), % at 10 µM;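 active means superoxide response under a set limit, about three screen SD below normal, cut at about 65% in these data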;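 further: yeast aged for seven days with compound at 30 °C before DHE staining; 100% = average MFI of all compound-treated wells on the plate with controls excluded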
* marks the source's active call; other numbers are inactive results; u = inconclusive; x = not tested or not shown.

Every second line gives: Efflux pump inh, MEX-5 binding, Yeast superoxide
O=C(O)c1ccccc1-c1ccc(/C=C/c2cc(C(F)(F)F)[nH]c(=O)n2)o1
→ x, u, x
O=C(Oc1ccc(NC2=C(Cl)C(=O)c3ccccc3C2=O)cc1)c1ccc([N+](=O)[O-])cc1
→ x, 0.4, x
O=C(c1c[nH]c2ccc(S(=O)(=O)N3CCC4(CC3)OCCO4)cc2c1=O)N1CCOCC1
→ x, 0.5, x
CCCC(=O)Nc1ccc(S(=O)(=O)Nc2cc(OC)ncn2)cc1
→ x, -0.3, x
CN(C)c1nc(N2CCOCC2)nc(N(c2ccccc2)c2ccccc2)n1
→ x, 0.9, x
Cc1cc(C)c(C)c(S(=O)(=O)NCC(=O)Nc2ccccc2F)c1C
→ x, -4.2, x
COc1ccc(C(=O)O)cc1NC(=S)NC(=O)c1ccc(-c2ccc(Cl)cc2)o1
→ x, -2.9, x
Cc1ccc(OCC(=O)Nc2ccc(S(=O)(=O)N3CCOCC3)cc2)c(C)c1
→ x, -0.5, x
CN(CCc1ccccc1)C(=O)c1cc(COc2cccc(C(F)(F)F)c2)on1
→ x, -1.5, x
COc1ccc(/C=N/N=C(\N)c2nonc2N)cc1
→ x, 2.3, x
Cc1cc(C)c2c(c1)c1nnc(SCCN3CCOCC3)nc1n2C
→ x, -1.9, x
CN1C(=O)/C(=C/C=C2\SCCN2C)SC1=S
→ x, 8.4, x
O=[N+]([O-])c1ccc(Nc2c3ccccc3nc3ccccc23)cc1
→ x, -1.1, x
CC(C)Cn1c(/C=N/Nc2nc3ccccc3[nH]2)nc2ccccc21
→ x, 6.8, x
Cn1c(N)c(C(=O)c2cc(-c3ccccn3)nc3ccccc23)c(=O)[nH]c1=O
→ x, -3.7, x
O=C(CSc1ncnc2ccccc12)Nc1ccc(N2CCOCC2)cc1
→ x, -0.6, x
CCn1cc(CN2CCCC(CNS(=O)(=O)c3ccc(OC)cc3)C2)cn1 (stereo not drawn)
→ x, -0.6, x
CC(=O)Nc1cccc(-c2csc(Nc3ncccn3)n2)c1
→ x, -0.2, x
CC(C)n1c(SCC(=O)N2c3ccccc3Sc3ccccc32)nc2c1c(=O)n(C)c(=O)n2C
→ x, -1.8, x
CN(C)C(=O)CCc1ccc2c3c([nH]c2c1)[C@]1(CCc2ccccc2)[C@@H](C(=O)N2CCCCC2)C[C@H](CC(=O)NCCCn2ccnc2)C(=O)N1CC3
→ 0.1, x, 109
COc1ccc(CNC(=O)C[C@H]2C[C@H](C(=O)N(C(C)C)C(C)C)[C@@]3(C)c4[nH]c5cc(-c6ccco6)ccc5c4CCN3C2=O)cc1OC
→ 0.2, x, 90
CCN(CC)C(=O)[C@H]1CC(CC(=O)NCCC2=CCCCC2)C(=O)N2CCc3c([nH]c4ccc(OC)cc34)[C@]12C (stereo partly drawn)
→ -0.1, x, 89
CCN1C(=O)[C@H]2[C@H]3CN=C(SCc4ccc(C(=O)OC)cc4)N3[C@@](CC)(C(=O)OC)[C@H]2C1=O
→ 0.0, x, 117
CC(Oc1ccc(Br)cc1Br)C(=O)Nc1cccnc1Cl (stereo not drawn)
→ 0.1, x, 81
O=C(NOCc1ccccc1)c1coc(-c2ccccc2)n1
→ 1.4*, x, 101
COc1cc(OC)cc(C(=O)NCC(=O)OCC(=O)NC2CCCc3ccccc32)c1 (stereo not drawn)
→ -0.2, x, 88
CCOC(=O)/C=C1\CC(C(=O)OCC)Oc2c(OC)cccc21 (stereo not drawn)
→ 0.0, x, 88
COc1ccc(-c2noc(CCC(=O)N3CCN(c4ccccc4Br)CC3)n2)cc1
→ 0.4, x, 102
COc1ccc2[nH]c3c(c2c1)CCN1C(=O)C(CC(=O)NCCc2ccccn2)C[C@H](C(=O)N2CCOCC2)[C@@]31CCC1CCCC1 (stereo partly drawn)
→ -0.1, x, 97
CC1=CC(c2ccccc2)=NS(=O)(=O)N1
→ -0.3, x, 123

Compounds shown so far containing a nitro group on carbon (two):
Every second line gives: Efflux pump inh, MEX-5 binding, Yeast superoxide
O=C(Oc1ccc(NC2=C(Cl)C(=O)c3ccccc3C2=O)cc1)c1ccc([N+](=O)[O-])cc1
→ x, 0.4, x
O=[N+]([O-])c1ccc(Nc2c3ccccc3nc3ccccc23)cc1
→ x, -1.1, x

Structural class: the compounds so far containing two or more sulfur atoms.
Every second line gives: Efflux pump inh, MEX-5 binding, Yeast superoxide
CN1C(=O)/C(=C/C=C2\SCCN2C)SC1=S
→ x, 8.4, x
CC(C)n1c(SCC(=O)N2c3ccccc3Sc3ccccc32)nc2c1c(=O)n(C)c(=O)n2C
→ x, -1.8, x

Later entries:
Every second line gives: Efflux pump inh, MEX-5 binding, Yeast superoxide
CC[C@]12c3[nH]c4ccc(OC)cc4c3CCN1C(=O)C(CC(=O)NCCc1ccccn1)C[C@@H]2C(=O)N1CCN(C(=O)c2ccco2)CC1 (stereo partly drawn)
→ -0.1, x, 125
CCCCN1Cc2ccccc2Oc2cc(Br)ccc2S1(=O)=O
→ 0.1, x, 92
Cc1cc(OCC(=O)NNC(=O)c2cccnc2)cc(C)c1Cl
→ 0.2, x, 110
CCOC(=O)C1=CN(Cc2cccc(F)c2)S(=O)(=O)N(CC)C1c1ccc2ccccc2c1 (stereo not drawn)
→ -0.5, x, 97
C[C@]12c3[nH]c4ccc(Cl)cc4c3CCN1C(=O)[C@@H](CC(=O)NCCCn1ccnc1)C[C@@H]2C(=O)N1CCOCC1
→ -0.2, x, 99
Cc1ccc(NC(=O)Nc2ccc3c(c2)CCC3)c(C)c1
→ 0.1, x, 88
COc1ccc2[nH]c3c(c2c1)CCN1C(=O)C(CC(=O)NC(C)(C)C)C[C@H](C(=O)N2CCCCC2)[C@@]31C (stereo partly drawn)
→ -0.2, x, 96
COc1ccc(C2/C=C\CN(S(=O)(=O)c3ccc(C)cc3)CC(=O)N2Cc2cccc(F)c2)cc1 (stereo not drawn)
→ 0.6, x, 84
COc1ccc2[nH]c3c(c2c1)CCN1C(=O)C(CC(=O)NC/C=C(\C)CCC=C(C)C)C[C@H](C(=O)N(C(C)C)C(C)C)[C@@]31C (stereo partly drawn)
→ 0.5, x, 87
CCN(CC)C(=O)[C@H]1C[C@H](CC(=O)NCC23CC4CC(CC(C4)C2)C3)C(=O)N2CCc3c([nH]c4cc(-c5ccco5)ccc34)[C@]12C
→ 0.3, x, 86
CC[C@]12c3[nH]c4cc(-c5ccco5)ccc4c3CCN1C(=O)[C@@H](CC(=O)NCc1ccco1)C[C@@H]2C(=O)N1CCN(C(=O)C2CC2)CC1
→ 0.6, x, 102
Cc1cc(N2O[C@]34C=C[C@]25C[C@@H](O)CC[C@]5(C)C3CC[C@]2(C)[C@@H]([C@H](C)/C=C/[C@H](C)C(C)C)CC[C@H]24)no1 (stereo partly drawn)
→ 0.4, x, 57*
CCOc1ccc(/C=N/NC(=O)C2CC2)c(OCC)c1
→ 0.0, x, 113
O=C1[C@H](Oc2ccccc2)[C@@H](c2ccccc2)N1c1ccncc1
→ -0.4, x, 98
COc1ccccc1-c1sc2ccccc2c1-c1ccc(OCCN2CCCCC2)cc1
→ 40*, x, 83
O=C(Cn1cnc2c(NCc3ccccc3)ncnc21)NCc1ccc2c(c1)OCO2
→ 0.2, x, 99
CCOC(=O)C1=CN(Cc2ccco2)S(=O)(=O)N(CC)C1c1ccc(F)c(Cl)c1 (stereo not drawn)
→ 0.6, x, 102
CC(C)N(C(=O)[C@H]1C[C@H](CC(=O)NCc2ccco2)C(=O)N2CCc3c([nH]c4cc(-c5ccco5)ccc34)[C@]12C)C(C)C
→ 0.3, x, 87
CCN1C[C@@H]2[C@@H]3C(=O)N(Cc4ccccc4)C(=O)[C@@H]3[C@](Cc3ccccc3)(C(=O)OC)N2C1=NC
→ -0.4, x, 95
Cc1cn([C@H]2C[C@H](O)[C@@H](CCC(=O)NCCc3c[nH]c4ccccc34)O2)c(=O)[nH]c1=O
→ -0.2, x, 112
O=C1NC(Cc2ccccc2)c2nc3ccccc3c(=O)n2-c2ccc(Cl)cc21 (stereo not drawn)
→ -0.3, x, 108
O=C1CC[C@@]23CCCN2C(=O)CCCC3C1 (stereo partly drawn)
→ 0.7, x, 120
C/C(=N\NC(=O)C1CCCC1)c1ccc(Cl)cc1
→ -0.1, x, 104
CCOc1cc(/C=N/NC(=O)c2cc3c(ccc4ccccc43)o2)ccc1O
→ 0.2, x, 115
COC(=O)[C@@]1(Cc2ccccc2)[C@H]2C(=O)N(Cc3ccccc3)C(=O)[C@H]2[C@H]2CN=C(SCC3CC3)N21
→ -0.1, x, 94
O=C(C[C@H]1C[C@H](C(=O)N2CCOCC2)[C@@]2(CCC3CCCC3)c3[nH]c4cc(-c5ccco5)ccc4c3CCN2C1=O)NCCc1ccccn1
→ 0.7, x, 104
COc1ccc(NC(=O)NCCCCc2ccccc2)cc1
→ 0.0, x, 88
CCOC(=O)C1=CN(Cc2cccc(F)c2)S(=O)(=O)N(CC)C1c1ccc(F)c(Cl)c1 (stereo not drawn)
→ 0.3, x, 86
O=C(Cn1cnc2c(NCc3ccccc3)ncnc21)NCCCc1ccccc1
→ 0.1, x, 86
O=C1OCCN1C(=O)[C@H]1[C@H](c2ccc(F)cc2)C(c2cccc(Cl)c2)=NN1c1ccc(Br)cc1
→ 0.0, x, 104
CCOC(=O)C1=CN(Cc2cccc(F)c2)S(=O)(=O)N(CC)C1c1ccc(C(F)(F)F)cc1 (stereo not drawn)
→ -0.1, x, 91
COc1cc2sc(-c3ccccc3OC)c(-c3ccc(OCCN4CCOCC4)cc3)c2cc1OC
→ 1.1, x, 89
CCCOc1cccc(-c2cc(C(=O)N/N=C/c3cccnc3)c3ccccc3n2)c1
→ 0.0, x, 139
COc1ccc(N2C(=O)[C@H]3CCC=C[C@H]3[C@@H]2c2ccccc2Br)cc1
→ 0.4, x, 92
CC(CNC(=O)Cn1cnc2c(NCc3ccccc3)ncnc21)c1ccccc1 (stereo not drawn)
→ -0.5, x, 121
COc1ccc2c(c1)c([C@@H]1[C@H](C)[C@H]3CCCC[C@H]3CN1S(=O)(=O)c1ccc(C)cc1)cn2C
→ -0.2, x, 120
CC[C@]12c3[nH]c4ccc(Cl)cc4c3CCN1C(=O)[C@@H](CC(=O)NCCc1ccccn1)C[C@@H]2C(=O)N1CCN(C(=O)c2ccco2)CC1
→ 1.0, x, 99
CCN1Cc2cc(OC)ccc2-c2ccccc2S1(=O)=O
→ 0.3, x, 124
C[C@@H]1CC=C[C@@H]2[C@H]1C(=O)N(Cc1ccccc1)[C@H]2c1cccc(Br)c1
→ 0.0, x, 90
C[C@]12c3[nH]c4cc(-c5ccco5)ccc4c3CCN1C(=O)[C@@H](CC(=O)NCCN1CCOCC1)C[C@@H]2C(=O)N1CCCCC1
→ 0.6, x, 95
COc1cccc(CN(C)S(=O)(=O)c2ccccc2Br)c1
→ -0.2, x, 100
Cc1cccc(C(=O)NCCc2nnc(SCC(=O)Nc3cccc(C(=O)O)c3)n2C)c1
→ 0.2, x, 88
C/C(=N\NC(=O)c1ccc(O)cc1)c1ccc(NC(=O)Cc2ccccc2)cc1
→ -0.1, x, 86
CCOC(=O)C1=CN(Cc2ccco2)S(=O)(=O)N(C)C1c1ccc(F)c(Cl)c1 (stereo not drawn)
→ -0.3, x, 100
COc1ccc(CNC(=O)C[C@H]2C[C@H](C(=O)N3CCOCC3)[C@@]3(CCC4CCCC4)c4[nH]c5cc(-c6ccco6)ccc5c4CCN3C2=O)cc1OC
→ 0.3, x, 101
COc1cc(Cl)c(CNC[C@H]2O[C@@H](n3cnc4c(N)ncnc43)[C@H](O)[C@@H]2O)c(Cl)c1O
→ 0.0, x, 117
Cc1ccc(-c2cccc([C@H]3[C@@H]4C=CC[C@@H](C)[C@@H]4C(=O)N3Cc3ccccc3)c2)cc1
→ -0.1, x, 84
Cc1ccc(C(C)C)c2c1C(c1ccc3c(c1)OCO3)CC(=O)O2 (stereo not drawn)
→ -0.2, x, 95
COc1ccc2sc(-c3ccccc3OC)c(-c3ccc(OCCN(C)C)cc3)c2c1
→ 196*, x, 105
O=C(c1ccc[nH]1)N1O[C@@H]2C=C[C@H]1C2
→ -0.1, x, 92
COc1ccc2[nH]cc(CCNC(=O)CC[C@H]3O[C@@H](n4cc(C)c(=O)[nH]c4=O)C[C@@H]3O)c2c1
→ -0.1, x, 103
CC(=O)c1ccc(-c2ccc(-c3cc(=O)oc4c(C(C)C)ccc(C)c34)cc2)cc1
→ 0.1, x, 98
CC(C)N(C(=O)[C@H]1C[C@H](CC(=O)NCc2ccco2)C(=O)N2CCc3c([nH]c4ccc(Cl)cc34)[C@]12C)C(C)C
→ 0.3, x, 126
CCOC(=O)c1ccc(-c2ccc(-c3cc(=O)oc4cc(OC)c(OC)c(OC)c34)cc2)cc1
→ -0.1, x, 103
CN(C)C(=O)CCc1ccc2c3c([nH]c2c1)[C@]1(CCC2CCCC2)[C@@H](C(=O)N2CCOCC2)C[C@H](CC(=O)NCc2cccc(C(F)(F)F)c2)C(=O)N1CC3
→ 0.2, x, 107
C[C@]12c3[nH]c4ccc(Cl)cc4c3CCN1C(=O)[C@@H](CC(=O)NCCC1=CCCCC1)C[C@@H]2C(=O)N1CCCCC1
→ 0.4, x, 94
CCOC(=O)C1=CN(Cc2ccco2)S(=O)(=O)N(C)C1c1ccc(C(F)(F)F)cc1 (stereo not drawn)
→ -0.4, x, 93
O=C(NC[C@@H]1CC[C@@H](Cc2ccc(-c3ccccc3)cc2)O1)Nc1ccc(Br)cc1
→ 0.3, x, 99

This is a subset; the hit share may differ from the screen's.
